UBC13 inh – UBC13 polyubiquitin chain formation inhibitors, primary screen, biochemical, TR-FRET, uHTS; inhibition, % at 20 µM; 0.47% of 330,000 active; AID 485273, 2010; in the data active means inhibition above about 45%, passing the limit was not always enough
Target sequence (P61088 whole entry, looked up): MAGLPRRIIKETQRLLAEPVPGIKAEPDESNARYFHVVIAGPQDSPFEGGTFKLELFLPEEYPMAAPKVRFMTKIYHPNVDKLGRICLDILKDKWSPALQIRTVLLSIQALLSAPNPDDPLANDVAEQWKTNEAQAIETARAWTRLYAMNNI
Gli-Sufu antag – Gli-Sufu pathway antagonists, primary screen, luciferase luminescence, Sufu-KO-LIGHT cells, uHTS | AID 588413, 2011 | inhibition, % at 5 µM | 0.74% of 340,000 active | Sufu-KO-LIGHT fibroblasts, Gli luciferase reporter luminescence;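 active means inhibition above about 55%, limit read from the data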;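 further: 0% = DMSO-treated cells and 100% = wells with medium but no cells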
SENP8 block – SENP8 protease inhibitors, primary screen, biochemical, luminescence; inhibition, % at 10 µM; purified SENP8, Z-RLRGG-aminoluciferin cleavage; AID 2540, 2010; 1.2% of 330,000 active
Target sequence (Q96LD8 whole entry, looked up): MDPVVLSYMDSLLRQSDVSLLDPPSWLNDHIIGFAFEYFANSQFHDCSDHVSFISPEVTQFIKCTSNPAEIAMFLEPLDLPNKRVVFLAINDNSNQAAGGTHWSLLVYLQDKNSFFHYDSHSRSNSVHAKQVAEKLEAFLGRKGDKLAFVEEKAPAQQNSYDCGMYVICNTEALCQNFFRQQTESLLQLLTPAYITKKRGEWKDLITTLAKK
HKDC1 inh – HKDC1 hexokinase inhibitors, primary screen, biochemical, fluorescence, uHTS; AID 493160, 2011; 0.16% of 340,000 active; inhibition, % at 20 µM; recombinant HKDC1, G6PDH/diaphorase resazurin coupled fluorescence; Q2TB90;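 active means inhibition above about 35% when tested at 20 µM, limit read from the data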;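 further: plate controls were DMSO wells with enzyme for no effect and DMSO wells lacking enzyme for full effect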
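Test system: recombinant HKDC1 (HK5) hexokinase enzyme, produced in-house / Doses: 20 µM test compound, 1% DMSO / Timing: 90 min, room temperature / Detection: G6PDH/diaphorase-coupled fluorescence, 1 mM NADP, 100 µM resazurin, 525/613 nm / Control set: DMSO wells with and without enzyme mix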
697 NFkB inh – inhibitors of PMA/ionomycin-induced NF-kB reporter, 697 cells, primary screen, B-cell NF-kB inhibitor project, cell-based, luminescence, uHTS. 697 B-cell NF-kB luciferase reporter, 16 h. 0.33% of 330,000 active. inhibition, % at 4 µM. AID 435022, 2010; in the data active means inhibition above about 35%
SENP7 inh – SENP7 protease inhibitors, primary screen, biochemical, luminescence, uHTS; Sentrin-specific protease 7 (Homo sapiens), Q9BQF6; recombinant SENP7, Z-RLRGG-aminoluciferin luminescence, 40 min; inhibition, % at 5 µM; 1.5% of 330,000 active; AID 434973, 2010;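 active means inhibition above about 50% at the single test dose, limit read from the data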;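 further: plate controls were DMSO with enzyme for no effect and no enzyme buffer wells for full effect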
Target sequence (Q9BQF6 706-1050 limits assumed): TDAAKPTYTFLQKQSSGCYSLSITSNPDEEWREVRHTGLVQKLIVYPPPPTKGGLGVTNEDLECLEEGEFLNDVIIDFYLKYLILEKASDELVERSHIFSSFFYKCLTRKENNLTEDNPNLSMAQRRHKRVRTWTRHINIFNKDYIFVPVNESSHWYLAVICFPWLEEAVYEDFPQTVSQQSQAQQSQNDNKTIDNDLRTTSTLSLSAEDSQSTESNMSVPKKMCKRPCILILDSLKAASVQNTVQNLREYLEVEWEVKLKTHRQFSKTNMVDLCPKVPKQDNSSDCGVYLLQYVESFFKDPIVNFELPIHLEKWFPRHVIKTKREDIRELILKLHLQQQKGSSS
Apaf1 inhib – inhibitors of human Apaf-1 apoptosome, primary screen, biochemical, DEVD-Rh110 fluorescence, uHTS; 0.71% of 330,000 active; inhibition, % at 20 µM; Apoptotic protease-activating factor 1 (Homo sapiens), O14727; AID 489030, 2010; reconstituted apoptosome caspase-3 activity; active means inhibition of at least 40% at 20 µM;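 further: plate controls were DMSO wells for no effect and DEVD-CHO caspase inhibitor wells for full effect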
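System: reconstituted apoptosome with Apaf-1, cytochrome c, caspase-9, procaspase-3, dATP; Signal: Rh110 fluorescence intensity; Schedule: 30 min compound preincubation, 50 min activation, room temperature; Reagent: cytochrome c trigger plus (Z-DEVD)2-Rh110 caspase-3 substrate.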
Jurkat NFkB inh – inhibitors of induced NF-kB luciferase reporter, primary screen, TCR NF-kB activation inhibitor project, cell-based, luminescence, uHTS; Jurkat, PMA/ionomycin-induced NF-kB luciferase reporter; inhibition, % at 4 µM; 0.53% of 330,000 active
* hit, by the source's call; / = not tested or not shown. Unless noted, no stated cut-off is given here; in the data, active means inhibition above about 50%; inactive means the rest.

SMILES | UBC13 inh | Gli-Sufu antag | SENP8 block | HKDC1 inh | 697 NFkB inh | SENP7 inh | Apaf1 inhib | Jurkat NFkB inh
O=C(N/N=C\c1c[nH]c2ccccc12)c1ccc(O)cc1 | 3 | 5 | -6 | 0 | 15 | -7 | 3 | -11
Fc1ccccc1CSc1ncnc2c1oc1ccccc12 | 3 | 6 | -4 | -7 | -18 | -1 | 13 | -2
COc1ccc(NC(=O)CNS(=O)(=O)c2ccc3nc(C)sc3c2)c(OC)c1 | 1 | -3 | 6 | 7 | 13 | -5 | -2 | 2
Cc1cccc(C)c1OCc1cc(C(=O)N2CCN(Cc3nccn3C)CC2)no1 | 3 | 1 | -2 | -2 | -8 | 0 | 8 | 2
COc1ccc(OC)c(NC(=O)c2cnc(Nc3ccccc3OC)c3ccccc23)c1 | 6 | 1 | 5 | 9 | -24 | 0 | -3 | 48
CCn1c(COc2ccc(OC)cc2)nc2ccccc21 | 1 | -38 | -1 | 2 | -31 | 5 | 9 | -30
COC(=O)C1(C)NC(c2cccc(C)c2)C2C(=O)N(c3ccc(F)cc3)C(=O)C21 (configuration not stated) | 5 | -1 | 5 | 0 | 1 | 4 | 1 | 1
Cc1cc2oc(C(=O)NCc3ccc(S(N)(=O)=O)cc3)c(C)c2cc1C | -3 | -10 | 1 | -7 | 6 | 6 | 1 | -5
CCOC(=O)C1=CNS(=O)(=O)NC1c1cccc(O)c1 (configuration not stated) | / | -3 | / | -7 | 9 | -4 | 6 | /
CCN1CCN(C(=O)CCN2C(=O)c3ccccc3S2(=O)=O)CC1 | -2 | -5 | -12 | -5 | 15 | 7 | 4 | 1
COc1ccc(C2c3[nH]c4ccccc4c3C[C@H]3C(=O)N(C)CC(=O)N23)cc1OC (some centres not stated) | -6 | / | -1 | 22 | 12 | 0 | 2 | -6
COc1cc(C(=O)NC(=S)Nc2ccc(Cl)c(C(=O)O)c2)cc(OC)c1OC | -3 | 1 | -2 | -2 | 16 | -2 | 12 | 13
CCCCOC(=O)CSC(=S)N(C)Cc1cccs1 | 7 | -5 | -12 | -3 | 9 | 0 | 13 | 5
COc1ccc(C(=O)NCCN2C(=O)S/C(=C\c3cccnc3)C2=O)c(OC)c1OC | 0 | 9 | -6 | -5 | 10 | 0 | 2 | 10
CCCS(=O)(=O)c1c(S(=O)(=O)CCC)c2ccccn2c1C(=O)OC | -6 | -7 | 7 | 2 | -22 | 9 | 11 | -15
Cc1ccc(/C=C2\SC(=S)N(CCC(=O)Nc3cccnc3)C2=O)cc1 | -3 | -4 | -5 | -5 | 52* | 7 | 8 | 0
CC(C)OC(=O)C(C)Nc1ccc(F)c(Cl)c1 (configuration not stated) | 8 | -2 | -6 | 0 | 7 | -1 | -15 | 11
CC1CCN(C(=O)CN2C(=O)c3ccccc3S2(=O)=O)CC1 | 4 | -3 | -1 | 1 | 6 | -6 | 0 | 1
CC(C(=O)N1CCCCC1)n1ncn2cccc2c1=O (configuration not stated) | -7 | 15 | -9 | -2 | -9 | -5 | 5 | -5
C=CCn1c(C)cc(/C([O-])=C(/C(=S)Nc2ccc(OC(F)F)cc2)[n+]2ccc(N(C)C)cc2)c1C | 2 | -4 | -6 | 2 | -3 | 6 | 5 | 7
CC1(C)CC2CC(C)(CN2c2ncnc3ccccc23)C1 (configuration not stated) | 4 | 53 | 5 | -17 | -43 | 0 | -2 | 26
CCC(=O)N1CCc2cc(S(=O)(=O)CCC(=O)NCCc3ccc(OC)c(OC)c3)ccc21 | -2 | 3 | 4 | 3 | -1 | 0 | -10 | 3
COc1ccc(Cl)cc1C(=O)N(Cc1nc(-c2cccc(C)c2)no1)C(C)C | 14 | 1 | 7 | 4 | -35 | 6 | 27 | 2
O=C(Nc1ccc(Br)cc1F)C1CCCN(S(=O)(=O)c2cnc[nH]2)C1 (configuration not stated) | 7 | 2 | -4 | -4 | 16 | 2 | -2 | 7
Cn1c2ccccc2c2nnc(SCC(=O)Nc3cccc(O)c3)nc21 | -16 | -1 | 4 | 3 | 14 | -4 | -5 | -6
Further results follow:
SMILES | UBC13 inh | Gli-Sufu antag | SENP8 block | HKDC1 inh | 697 NFkB inh | SENP7 inh | Apaf1 inhib | Jurkat NFkB inh
CC(c1ccc(F)cc1)n1cc(C(=O)NCc2ccccn2)nn1 (configuration not stated) | 5 | -6 | 11 | -9 | 17 | 10 | -8 | -7
CC(C)(C)NC(=O)C(c1ccc(O)cc1)N(Cc1ccccc1)C(=O)CCC(=O)Nc1nccs1 (configuration not stated) | 5 | 2 | 2 | -4 | -7 | 1 | 3 | 12
Cc1ccccc1Nc1nc(N)nc(CN(C)Cc2ccccc2Cl)n1 | -12 | 4 | -7 | -7 | -9 | 4 | 2 | -5
Cc1cc(CN(C)Cc2ccc(OCC(O)CN(C)Cc3ccccc3)cc2)on1 (configuration not stated) | -2 | 0 | -11 | 0 | -17 | -5 | 12 | -24
Cc1ccc(S(=O)(=O)N(C)c2ccccc2C(=O)NC2CCCC2)cc1 | 7 | -1 | -2 | -6 | 12 | 4 | -59 | 11
CSCCC(NS(=O)(=O)c1ccc2c(c1)OCCO2)C(=O)NCCc1ccccn1 (configuration not stated) | -4 | 5 | -4 | -5 | -16 | -1 | -2 | 0
COc1ccc(OC)c(S(=O)(=O)N2CCN(c3ccccn3)CC2)c1 | 0 | 2 | 2 | 4 | -6 | 8 | -18 | -22
CCN(CC)N=Nc1cccc(NC(C)=O)c1 | -6 | 0 | -2 | -9 | 3 | 10 | 6 | -1
COc1ccc(NC(=O)N(C)C[C@H]2Oc3c(NC(=O)NC(C)C)cccc3C(=O)N([C@H](C)CO)C[C@@H]2C)cc1 | -10 | 24 | -17 | -8 | 1 | -7 | 22 | -10
Cc1c(-n2c(SCC(C)C)nc3ccccc3c2=O)c(=O)n(-c2ccccc2)n1C | 5 | -13 | 0 | 0 | -18 | 4 | -21 | -2
NC(=O)C1CCN(S(=O)(=O)c2cccc(C(=O)O)c2)CC1 | -1 | 0 | -2 | -2 | -3 | 6 | -7 | -3
CCc1cccc(NC(=O)CCc2c(C)nn(-c3ccc(N4CCCCC4)nn3)c2C)c1 | -16 | 0 | 8 | 0 | -22 | -4 | 30 | -27
Cc1cc(C)c(C#N)c(Oc2ccc(O)cc2)n1 | 6 | -9 | 8 | -6 | -2 | -3 | 4 | 5
COc1cc(C2C(C(=O)c3ccc(C)o3)=C(O)C(=O)N2c2cc(C)on2)ccc1OCc1ccccc1 (configuration not stated) | -6 | -22 | -4 | -2 | 5 | 9 | 16 | -11
CCCC1CCC(C(=O)Nn2cnc3ccccc3c2=O)CC1 (configuration not stated) | -4 | 7 | -17 | -2 | 12 | -10 | 1 | -11
O=C(COC(=O)CCN=C1NS(=O)(=O)c2ccccc21)NC1CCCCCCC1 | -2 | -1 | 2 | -2 | 4 | -1 | 5 | -14
O=C(O)CCCSCC(=O)Nc1ccccc1 | 5 | 11 | -2 | 2 | 8 | 6 | -23 | 12
CC1=C(C#N)C(NC(=O)c2ccccc2Cl)(C(F)(F)F)C(=O)N1 (configuration not stated) | 11 | 24 | -4 | -7 | 18 | 8 | -1 | -3
Cc1cc(C)n2nc(C(=O)NC(C)(C)C)nc2n1 | -3 | -5 | 0 | -5 | -11 | 13 | 7 | -16
COc1ccccc1C(O)P(=O)(OC1CCCCC1)OC1CCCCC1 (configuration not stated) | 7 | 1 | -4 | -6 | 1 | 1 | 2 | 4
Oc1ccc(-c2nc(-c3ccc(F)cc3)c(-c3ccncc3)[nH]2)cc1 | 26 | 22 | 5 | 9 | 3 | 7 | 2 | -27
COc1ccc(NC(=O)COc2ccc(Br)cc2)c(OC)c1 | -5 | 3 | 3 | -4 | 9 | 4 | 6 | -20
N#CCCN(C(=O)CSc1nc(-c2ccccc2)cn1N)c1ccc(F)cc1 | 0 | 1 | 5 | -8 | -3 | 5 | -3 | -14
COC(=O)N/N=C/c1c[nH]c2ccccc12 | 15 | -1 | -3 | 12 | 0 | 7 | -6 | 5
CCOC(=O)c1c(NC(=O)CNC2CCCc3ccccc32)sc(C(N)=O)c1C (configuration not stated) | 6 | 12 | -5 | -7 | -11 | 3 | 6 | 21

Exported with values under each structure: part of the list above.
Order of values – UBC13 inh | Gli-Sufu antag | SENP8 block | HKDC1 inh | 697 NFkB inh | SENP7 inh | Apaf1 inhib | Jurkat NFkB inh
O=C(O)CCCSCC(=O)Nc1ccccc1
  5 | 11 | -2 | 2 | 8 | 6 | -23 | 12
CC1=C(C#N)C(NC(=O)c2ccccc2Cl)(C(F)(F)F)C(=O)N1 (configuration not stated)
  11 | 24 | -4 | -7 | 18 | 8 | -1 | -3
Cc1cc(C)n2nc(C(=O)NC(C)(C)C)nc2n1
  -3 | -5 | 0 | -5 | -11 | 13 | 7 | -16
COc1ccccc1C(O)P(=O)(OC1CCCCC1)OC1CCCCC1 (configuration not stated)
  7 | 1 | -4 | -6 | 1 | 1 | 2 | 4
Oc1ccc(-c2nc(-c3ccc(F)cc3)c(-c3ccncc3)[nH]2)cc1
  26 | 22 | 5 | 9 | 3 | 7 | 2 | -27
COc1ccc(NC(=O)COc2ccc(Br)cc2)c(OC)c1
  -5 | 3 | 3 | -4 | 9 | 4 | 6 | -20
N#CCCN(C(=O)CSc1nc(-c2ccccc2)cn1N)c1ccc(F)cc1
  0 | 1 | 5 | -8 | -3 | 5 | -3 | -14
COC(=O)N/N=C/c1c[nH]c2ccccc12
  15 | -1 | -3 | 12 | 0 | 7 | -6 | 5
CCOC(=O)c1c(NC(=O)CNC2CCCc3ccccc32)sc(C(N)=O)c1C (configuration not stated)
  6 | 12 | -5 | -7 | -11 | 3 | 6 | 21

Next structures follow.
SMILES | UBC13 inh | Gli-Sufu antag | SENP8 block | HKDC1 inh | 697 NFkB inh | SENP7 inh | Apaf1 inhib | Jurkat NFkB inh
O=C(COc1ccccc1C(=O)N/N=C\c1ccc(O)c(O)c1)N/N=C/c1ccc(O)c(O)c1 | 11 | 1 | 7 | 19 | 19 | -6 | 7 | -4
COc1ccc(Cc2nnc(N/N=C/c3ccc(N(C)C)cc3)[nH]c2=O)cc1OC | -17 | -3 | -2 | -7 | 4 | 7 | 2 | -14
CCN(CC)C(=O)CSc1nc(C)cc(-c2cccs2)c1C#N | 8 | -9 | -6 | -4 | -15 | -13 | 24 | -17
O=C(NNS(=O)(=O)c1ccc(Br)cc1)C1CCCCC1 | -8 | -9 | -7 | -5 | -16 | 2 | 7 | -12
CN(C)S(=O)(=O)c1ccc(C(=O)Nc2nc(-c3cccs3)cs2)cc1 | 30 | 24 | -4 | -3 | -20 | 4 | 12 | 13
CCCn1nc(C(=O)NNC(=O)CSC(C)C(=O)Nc2cc(C)on2)c2ccccc2c1=O (configuration not stated) | -3 | -1 | 7 | -3 | 8 | -3 | 1 | 3
c1ccc(-c2nccc(-c3ccco3)n2)nc1 | -24 | -35 | -5 | -2 | 0 | 7 | -5 | 1
O=C1CC(c2ccccc2)CC(=O)C1Sc1ccc(Cl)cc1 (configuration not stated) | 1 | 3 | -5 | -6 | 6 | 0 | 7 | 6
O=C(NCc1cccs1)c1cc2ccccc2o1 | -8 | -43 | -10 | 0 | -67 | -3 | 10 | -55
Cc1cc(NC(=O)C2CC(=O)N(c3ccccc3C)C2)no1 (configuration not stated) | 5 | -32 | -10 | -2 | -1 | 0 | 4 | 6
CCCN1CNC(=S)N(c2ccccc2OC)C1 | -16 | -2 | -3 | 10 | -51 | 3 | 9 | 12
COc1ccc(NC(=O)CCS(=O)(=O)c2ccc(OC)cc2)cc1 | -12 | -3 | -2 | 0 | -12 | -6 | 4 | -3

Source: PubChem BioAssay
